# Jurkat NFkB inh – inhibitors of the PMA/ionomycin-induced NF-kB reporter in Jurkat cells. inhibition, % at 4 µM. 0.53% of 330,000 active. PMA/ionomycin-induced NF-kB luciferase reporter, luminescence. AID 435003
# UBC13 polyUb – human UBC13 polyubiquitination inhibition; AID 485273; inhibition, % at 20 µM; UBC13 polyubiquitin chain formation, TR-FRET; 0.47% of 330,000 active; P61088; in the data active = inhibition above about 45%, passing the limit was not always enough
# SENP8 inh – blocks the human protease SENP8 | purified SENP8, Z-RLRGG-aminoluciferin cleavage, luminescence | inhibition, % at 10 µM | 1.2% of 330,000 active
# HKDC1 inhibitor – inhibitors of human hexokinase HKDC1 | inhibition, % at 20 µM | 0.16% of 340,000 active | recombinant HKDC1, G6PDH/diaphorase resazurin coupled fluorescence | Q2TB90;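 active = inhibition above about 35% when tested at 20 µM, limit read from the data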;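 note: plate controls were DMSO wells with enzyme for no effect and DMSO wells lacking enzyme for full effect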
# Target sequence (Q2TB90 whole entry, looked up): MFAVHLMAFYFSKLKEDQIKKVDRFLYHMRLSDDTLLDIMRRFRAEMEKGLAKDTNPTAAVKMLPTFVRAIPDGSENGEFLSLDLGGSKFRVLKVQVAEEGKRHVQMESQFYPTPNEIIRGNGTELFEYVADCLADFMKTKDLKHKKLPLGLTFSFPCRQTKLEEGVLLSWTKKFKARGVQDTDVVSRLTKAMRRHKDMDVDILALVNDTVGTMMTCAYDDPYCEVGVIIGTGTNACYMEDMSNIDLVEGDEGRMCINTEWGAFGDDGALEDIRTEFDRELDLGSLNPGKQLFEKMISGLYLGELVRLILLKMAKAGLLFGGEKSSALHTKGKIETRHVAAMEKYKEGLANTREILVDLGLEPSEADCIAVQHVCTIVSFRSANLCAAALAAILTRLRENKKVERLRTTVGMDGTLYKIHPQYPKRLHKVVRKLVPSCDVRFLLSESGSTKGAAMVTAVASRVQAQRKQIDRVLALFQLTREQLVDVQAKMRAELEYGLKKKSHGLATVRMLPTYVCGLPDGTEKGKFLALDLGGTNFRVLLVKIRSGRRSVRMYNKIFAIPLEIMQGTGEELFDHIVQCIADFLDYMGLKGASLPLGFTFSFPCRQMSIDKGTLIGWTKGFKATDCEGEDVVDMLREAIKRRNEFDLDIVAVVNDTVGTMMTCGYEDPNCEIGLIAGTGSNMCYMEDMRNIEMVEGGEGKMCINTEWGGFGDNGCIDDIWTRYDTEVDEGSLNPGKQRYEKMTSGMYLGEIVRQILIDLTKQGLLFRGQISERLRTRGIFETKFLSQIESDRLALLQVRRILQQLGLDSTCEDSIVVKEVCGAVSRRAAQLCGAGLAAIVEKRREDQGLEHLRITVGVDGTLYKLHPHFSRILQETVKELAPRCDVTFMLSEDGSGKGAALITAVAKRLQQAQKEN
#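 Test system: Recombinant HKDC1 (HK5) hexokinase enzyme, produced in-house | Input: HKDC1 at 5 µg/mL | Buffer or medium: Tris pH 8.0 buffer with MgCl2, Tween-20, BSA, BME | Schedule: 90 min reaction incubation at room temperature, dark | Technique: Resazurin-to-resorufin fluorescence via G6PDH and diaphorase coupling, 525/613 nm | Controls: DMSO wells with and without enzyme mix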
# 697 NFkB inh – inhibitors of the PMA/ionomycin-induced NF-kB reporter in 697 B cells; AID 435022; 0.33% of 330,000 active; inhibition, % at 4 µM; 697 B-cell NF-kB luciferase reporter, 16 h; in the data active = inhibition above about 35%
# Gli-Sufu block – blocks Gli-Sufu signaling in a luciferase reporter. AID 588413. Sufu-KO-LIGHT fibroblasts, Gli luciferase reporter luminescence. 0.74% of 340,000 active. inhibition, % at 5 µM;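 active = inhibition above about 55%, limit read from the data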;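 note: 0% = DMSO-treated cells and 100% = wells with medium but no cells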
# Apaf1 inhib – inhibitors of human Apaf-1 apoptosome | O14727 | inhibition, % at 20 µM | reconstituted apoptosome caspase-3 activity, DEVD-Rh110 fluorescence | 0.71% of 330,000 active; active = inhibition of at least 40% at 20 µM;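 note: plate controls were DMSO wells for no effect and DEVD-CHO caspase inhibitor wells for full effect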
#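 Material: reconstituted apoptosome with Apaf-1, cytochrome c, caspase-9, procaspase-3, dATP / Buffer or medium: pH 7.5 Hepes buffer with CHAPS, BSA, DTT / Also added: cytochrome c with DEVD-Rh110 / Schedule: compound with Apaf-1, dATP, procaspase-3 30 min, then 50 min reaction, room temperature / Technique: rhodamine 110 fluorescence at Ex 480/Em 540 nm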
# SENP7 block – blocks the human protease SENP7 | Q9BQF6 | 1.5% of 330,000 active | recombinant SENP7, Z-RLRGG-aminoluciferin luminescence, 40 min | inhibition, % at 5 µM | AID 434973;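 active = inhibition above about 50% at the single test dose, limit read from the data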;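 note: plate controls were DMSO with enzyme for no effect and no enzyme buffer wells for full effect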
# Active calls of the source: *; . = not tested or not shown; & = joins results of further samples. Cut-off read from the data, not from the text of the source, unless noted: active = inhibition above about 50%; inactive = the rest. Rows were taken by chance (roughly 3.6% active in at least one column).
SMILES,Jurkat NFkB inh,UBC13 polyUb,SENP8 inh,HKDC1 inhibitor,697 NFkB inh,Gli-Sufu block,Apaf1 inhib,SENP7 block
Cc1cc(OCC(=O)NCCO)ccc1Cl,8,2,-2,-3,12,0,-53,8
Nc1ccccc1Nc1nc2ccccc2[nH]1,-20,-12,-13,-7,-29,6,23,0
COC(=O)CCC(=O)Nc1sc(C)c(C)c1C(N)=O,-1,-6,-13,-13,8,-7,1,-6
Clc1ccc(CSc2nnc(-c3sccc3-n3cccc3)o2)cc1,-11,0,1,0,-12,0,-2,3
CCC(C)(C)NC(=O)C(c1cccs1)N(C(=O)c1ccn[nH]1)c1ccccc1 (configuration not stated),2,1,-4,-7,9,0,0,3
Cc1nn(CC(=O)NCc2ccc(OC(C)C)cc2)c(=O)c2cc3occc3n12,5,1,5,.,-15,.,-4,3
CC(=O)Nc1ccc(S(=O)(=O)N2CCN(C(=O)c3cccnc3)CC2)cc1,-1,-1,-3,5,21,-1,13,6
OCCN1CCN(c2ncnc3sc(-c4ccccc4)cc23)CC1,-15,-12,-1,1,2,7,11,10
O=C(C1CCCN(S(=O)(=O)Cc2ccccc2)C1)N1CCCCC1 (configuration not stated),1,1,-7,-9,13,-7,-9,-4
Cn1c(CN2CCCC2)nc2cc(NC(=O)COc3ccc([N+](=O)[O-])cc3)ccc21,-12,-23,-5,14,-8,10,5,-4

# The final six compounds of the section before come first, to join the parts:
SMILES,Jurkat NFkB inh,UBC13 polyUb,SENP8 inh,HKDC1 inhibitor,697 NFkB inh,Gli-Sufu block,Apaf1 inhib,SENP7 block
CCC(C)(C)NC(=O)C(c1cccs1)N(C(=O)c1ccn[nH]1)c1ccccc1 (configuration not stated),2,1,-4,-7,9,0,0,3
Cc1nn(CC(=O)NCc2ccc(OC(C)C)cc2)c(=O)c2cc3occc3n12,5,1,5,.,-15,.,-4,3
CC(=O)Nc1ccc(S(=O)(=O)N2CCN(C(=O)c3cccnc3)CC2)cc1,-1,-1,-3,5,21,-1,13,6
OCCN1CCN(c2ncnc3sc(-c4ccccc4)cc23)CC1,-15,-12,-1,1,2,7,11,10
O=C(C1CCCN(S(=O)(=O)Cc2ccccc2)C1)N1CCCCC1 (configuration not stated),1,1,-7,-9,13,-7,-9,-4
Cn1c(CN2CCCC2)nc2cc(NC(=O)COc3ccc([N+](=O)[O-])cc3)ccc21,-12,-23,-5,14,-8,10,5,-4
O=C1CC(N2CCN(Cc3ccc(Cl)cc3)CC2)C(=O)N1CCc1ccccc1 (configuration not stated),5,4,4,-1,11,5,-3,3
COc1ccc(-c2csc3ncnc(N4CCN(S(=O)(=O)c5ccc(Cl)s5)CC4)c23)cc1,8,-8,-4,-5,-17,7,27,5
Cc1csc(=O)n1CCC(=O)OCC(=O)c1c(N)n(CC(C)C)c(=O)n(C)c1=O,12,-1,3,-3,16,18,-7,3
O=C(Nc1cccc(S(=O)(=O)N2CCCCC2)c1)c1cncc(Br)c1,-9,8,2,0,8,-3,2,9
COc1ccccc1NC(=O)NC1CCS(=O)(=O)C1 (configuration not stated),-8,16,3,-7,18,-3,-1,-2
O=C(COC(=O)c1n[nH]c2ccccc12)c1cccc(Br)c1,-14,0,5,38*,-5,-1,18,-1
COc1ccc(/C=N/NC(=O)CNS(=O)(=O)c2ccccc2)cc1,-1,3,6,-4,3,-5,3,4
CCOC(=O)C1=C(C)NC(=O)NC1c1ccc([N+](=O)[O-])o1 (configuration not stated),-4,3,5,-2,26,3,-26,-1
COC(=O)[C@@H]1CC[C@@](C)(c2ccc(OC)cc2)C1(C)C,10,0,-1,-1,17,-9,6,-1
O=C(NCC1CCCCC1)c1cccc([N+](=O)[O-])c1,-4,-1,-11,-7,-7,-1,-15,17
O=C(CSc1nnc(-c2ccccc2)n1Cc1ccco1)Nc1ccc(S(=O)(=O)N2CCCC2)cc1,4,-4,-8,17,14,9,23,-11
COc1ccc(N(C)C(=O)CCS(=O)(=O)c2cccc3nonc23)cc1,-11,-4,-6,-4,-12,0,5,-5
CCC(=O)Nc1ccc(NC(=O)CSc2nc3c(c(=O)n(C)c(=O)n3C)n2CC)cc1,-4,-3,2,-6,8,-11,7,6
C=CCNC(=S)/C(=C(/[O-])c1ccccc1Br)[n+]1ccccc1,-7,-12,-4,-1,2,-44,4,-9
Cc1cc(C)n(-c2cccc(F)n2)n1,-4,3,2,1,5,3,7,1
CCOC(=O)c1c(NC(=O)Nc2ccc(C)cc2)sc2c1CCN(C)C2,-18,6,-6,-5,-4,-7,8,3
CCN(CC)S(=O)(=O)c1cccc(C(=O)Nc2ccc(S(=O)(=O)NC3=NCCCCC3)cc2)c1,16,-10,2,-5,-21,1,10,-2
CC(C)CCC(C(=O)O)C(C)CC(=O)NNC(=O)c1ccco1 (configuration not stated),12&-8,0&-17,1&-10,-5&2,15&10,1&-4,-23&6,4&-8
CCCCNC(=O)O[C@H]1C[C@@H]2CCN3C(=O)CCC(C)(C)[C@H](C1)[C@H]23,5,-8,3,1,0,-5,-2,1
COc1cc(NC(=S)Nc2cccc(Cl)c2Cl)c(OC)cc1Cl,-2,-4,-8,-2,-21,-5,19,-6
COc1ccc([C@H]2/C=C\CN(C(=O)CC(C)(C)C)[C@@H](C)C(=O)N2Cc2ccc(F)cc2)cc1,26,7,-1,0,18,19,7,0
COc1cc(O)c(C(=O)/C=C/c2ccccc2)c(OC)c1,5,10,4,13,-1,1,4,-3
O=C(N/N=C/c1ccc(OCc2ccccc2)cc1)c1cc[n+](Cc2ccccc2)cc1,-49,21,7,-7,11,-5,-4,8
O=C(COC(=O)c1ccc(Cl)nc1)NC1CCCCCC1,-4,18,8,-4,12,-2,-8,0
O=C(/C=C/c1ccccc1)Nn1c(-c2cccs2)nc2ccccc2c1=O,-9,-4,7,21,3,8,11,9
CC1(c2ccccc2)NC(=O)N(CC(=O)Nc2cc3c(cc2Br)OCCO3)C1=O (configuration not stated),4,1,-2,-4,-15,-10,4,-4
Cc1cc2oc(=O)cc(CN3CCCCC3)c2cc1O,-20,2,5,-1,0,-2,0,2
O=C(Nc1ccc2nc(-c3ccc4nc[nH]c4c3)[nH]c2c1)c1cccs1,-6,-6,-14,7,-19,-11,2,-5
N#CC1=C(N)Oc2n[nH]c(-c3ccc(F)cc3)c2C1c1ccncc1 (configuration not stated),-5,-5,-4,-3,-3,-6,14,5
COc1nnc(-c2ccc(N3CCCCC3)c(NC(C)=O)c2)c2ccccc12,1,7,2,8,31,14,2,0

# Results in HKDC1 inhibitor, for two of the compounds above:
mol | HKDC1 inhibitor
O=C(COC(=O)c1ccc(Cl)nc1)NC1CCCCCC1 | -4
O=C(/C=C/c1ccccc1)Nn1c(-c2cccs2)nc2ccccc2c1=O | 21

# Fetched by structure from the list above, two records:
SMILES,Jurkat NFkB inh,UBC13 polyUb,SENP8 inh,HKDC1 inhibitor,697 NFkB inh,Gli-Sufu block,Apaf1 inhib,SENP7 block
O=C(COC(=O)c1ccc(Cl)nc1)NC1CCCCCC1,-4,18,8,-4,12,-2,-8,0
Cc1cc2oc(=O)cc(CN3CCCCC3)c2cc1O,-20,2,5,-1,0,-2,0,2

# Next results:
SMILES,Jurkat NFkB inh,UBC13 polyUb,SENP8 inh,HKDC1 inhibitor,697 NFkB inh,Gli-Sufu block,Apaf1 inhib,SENP7 block
CC1S/C(=N/N=C2CCCCC2)NC1=O (configuration not stated),8,2,-4,-5,3,6,-3,2
O=C(NCc1ccc2c(c1)OCO2)Nc1ccc([N+](=O)[O-])cc1,19,-3,5,2,13,-3,9,-2
COC(=O)c1ccccc1NC(=O)NC1CCC(C)CC1 (configuration not stated),-3,6,-11,-2,-6,-36,6,5
O=C(NCc1nnc(SCC(=O)N2CCCc3ccccc32)n1-c1ccccc1)c1cccc2ccccc12,9,8,-4,6,-5,14,16,8
CCC(=O)Nc1ccnc(-c2cccnc2)n1,5,5,5,-7,9,-1,-5,2
CCCN(C(=O)COC(=O)CC1CCCCC1)c1c(N)n(Cc2ccccc2)c(=O)[nH]c1=O,-5,-10,-2,-5,-13,5,6,9
Cc1ccc(Cl)cc1NC(=O)CCC(=O)Nc1cc(Cl)ccc1C,1,2,5,-3,9,-1,-1,0
Cn1c(N)c(C(=O)CSc2nnc(NC3CCCCC3)s2)c(=O)n(C)c1=O,12,-6,3,2,-1,0,7,2
Cc1ccc(S(=O)(=O)N2CCN(S(=O)(=O)N3CCCCC3)CC2)c(C)c1,-8,6,1,12,-7,7,6,9
O=C(CN1C(=O)/C(=C\c2cccc(F)c2)Oc2ccccc21)N1CCN(c2ccccn2)CC1,-7,-2,-4,18,-14,6,9,-3
CCC(Sc1nc(-c2ccccc2)c(C#N)c(=O)[nH]1)C(=O)Nc1cc(C)on1 (configuration not stated),-3,33,-6,-6,-6,1,-14,14
O=c1[nH]c([N+](=O)[O-])nn1C(c1ccccc1)c1ccccc1,0,-5,-5,2,14,-9,6,0
Cc1occc1C(=O)NC(C)C1CCCO1 (configuration not stated),5,16,-9,-8,12,0,-16,-8
c1ccc(-c2nnc(-c3ccccn3)c(-c3ccccn3)n2)nc1,2,-4,-1,-3,6,3,-9,-6
COc1ccccc1NC(=O)N1CCN(C(=O)c2ccco2)CC1,2,5,-1,-2,-3,19,3,1
O=C(c1ccccc1)c1ccc(N2CCOCC2)c(F)c1,-84,15,-3,-9,-97,-60,-6,-1
O=C(NCCCCNC(=O)c1cccs1)c1cccs1,3,-4,5,6,9,-4,5,-5
O=C(CN1CCN(C(=O)c2ccco2)CC1)Nc1cc(Cl)ccc1Cl,-22,14,1,3,8,11,6,-2
O=C(CSc1nncs1)Nc1ccc(S(=O)(=O)N2CCCC2)cc1,-4,7,3,-3,12,-10,-4,0
O=C(CSC1=NS(=O)(=O)c2ccccc21)Nc1ccccc1,-5,47*,4,-7,-3,1,-14,2
CCOC(=O)Nc1ccc(C(N)=O)cc1,-5,2,14,-11,-31,-6,-7,5
CCCC(=O)Nc1ccc(NC(=O)c2ccccc2)nc1,-130,-5,3,-1,-88,-64,-7,17
Cc1[nH]c2ccccc2c1Cc1nnc(SCC(N)=O)o1,14,5,0,-3,10,3,0,6

# An excerpt from above in order of the HKDC1 inhibitor value, highest first:
Compound,HKDC1 inhibitor
Cc1[nH]c2ccccc2c1Cc1nnc(SCC(N)=O)o1,-3
CCC(Sc1nc(-c2ccccc2)c(C#N)c(=O)[nH]1)C(=O)Nc1cc(C)on1 (configuration not stated),-6
CCOC(=O)Nc1ccc(C(N)=O)cc1,-11

# Screening data (PubChem)
